Screens (PubChem BioAssay)
HPDE-C7 cytotoxicity = HPDE-C7 pancreatic duct cell viability loss – fluorescence, HTS (AID 430) | actives 1.8% (n = 63,000) | one-dose cytotoxicity, % at 10 µM; EC50 in µM for titrated hits | HPDE-C7 pancreatic duct cells viability, fluorescence; higher % means a stronger effect;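 also: cells exposed to compound for 48 hours before viability readout; 0% = vehicle and 100% = reference cytotoxic drug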
TNAP inhibition = inhibition of tissue-nonspecific alkaline phosphatase – biochemical, luminescent (AID 518); inhibition, % at 20 µM; hits with a dose series show IC50 in µM; purified TNAP enzyme, luminescent substrate readout; higher % means a stronger effect; actives 0.09% (n = 64,000); in the data active = a potency from the dose series; inactive = the rest, 99 in 100 with inhibition below about 22%;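 also: plate controls were vehicle for no effect and reference inhibitor for full effect; many of its hits are not listed in these tables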
Bfl-1 displacement = Bfl-1 inhibitors, primary screen, biochemical, fluorescence polarization, FITC-Bid, mouse (AID 432); FITC-Bid BH3 peptide fluorescence polarization displacement; higher % means a stronger effect; displacement, % at 20 µM; hits with a dose series show IC50 in µM; actives 0.02% (n = 64,000); in the data active = a potency from the dose series; inactive = the rest, 99 in 100 with displacement below about 15%; also: strong numbers were not always called active
DPM-DC inhibit = S. pneumoniae DPM-DC inhibition. purified DPM-DC, PK/LDH coupled NADH fluorescence. calls only at 10 µM. actives 0.49% (n = 65,000);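 active = the 320 compounds with the highest percent inhibition in the single-dose primary screen, excluding strongly autofluorescent ones, cut at about 32% in these data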;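 also: kinetic rate of NADH fluorescence loss reporting ADP formed by the decarboxylase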
HT1080 viability = cytotoxicity in HT1080 fibrosarcoma cells, cell-based, fluorescence readout (AID 620) | HT1080 viability, fluorescence; higher % means a stronger effect | cytotoxicity, % at 10 µM; hits with a dose series show EC50 in µM | actives 0.42% (n = 87,000);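 also: cells exposed to compound overnight then 4 h with Alamar Blue; 0% = vehicle DMSO and 100% = killing control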
Spn PMK inh = inhibitors of Streptococcus pneumoniae phosphomevalonate kinase | purified PMK, PK/LDH-coupled NADH absorbance 340 nm | inhibition, % at 10 µM | actives 0.49% (n = 65,000);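 active = top-ranked compounds by inhibition in the single 10 µM screen, taking a fixed number of the strongest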;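 also: 0% = full reaction with DMSO carrier and 100% = background rate without enzyme reaction; no value below 0 was filed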
Spn MK inh = blocks S. pneumoniae mevalonate kinase; purified MK, PK/LDH-coupled NADH absorbance 340 nm; AID 555; inhibition, % at 10 µM; actives 0.48% (n = 65,000);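 active = ranked among the strongest by inhibition in the single 10 µM screen, a fixed top-ranked set picked for dose follow-up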; also: no value below 0 was filed
LYP phosphatase = inhibition of human PTPN22 tyrosine phosphatase – biochemical, DiFMUP fluorescence, recombinant catalytic domain, 10 µM, primary screen (AID 606); inhibition, % at 10 µM, or IC50 in µM where a hit was titrated; 52,000 tested, under 10 active; recombinant LYP catalytic domain, DiFMUP fluorescence; higher % means a stronger effect;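 active = IC50 under 40 µM in the dose-response test; inactive = IC50 of 40 µM or more, or never dose-tested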
HPDE-C7K KRASV12 = viability loss of HPDE-C7K cells – cell-based, fluorescence, HTS, primary screen (AID 431). HPDE-C7K KRASV12 cells, Alamar Blue viability, 48 h; higher % means a stronger effect. cytotoxicity, % at 10 µM; hits with a dose series show EC50 in µM. actives 1.7% (n = 63,000);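 active = compounds whose percent cytotoxicity in the single-dose primary screen, scaled between solvent and toxic-drug controls, exceeds 50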;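 also: 0% = DMSO solvent wells and 100% = doxorubicin-treated wells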
Spn PMK inh pilot replicates = also measured in Spn PMK inh; calls as there; inhibition, %; measured here: pilot screen replicates
Spn MK inh pilot replicates = recorded beside Spn MK inh, whose call it bears; inhibition, %; measured here: pilot screen replicates
DPM-DC inhibit pilot screen % = recorded beside DPM-DC inhibit, whose call it bears; inhibition, %; measured here: pilot screen trials
* hit, by the source's call; i = inactive; . = not tested or not shown. Rule as the data show it, unless noted: active = cytotoxicity above about 50%; inactive = the rest.

SMILES	HPDE-C7 cytotoxicity	TNAP inhibition	Bfl-1 displacement	DPM-DC inhibit	HT1080 viability	Spn PMK inh	Spn MK inh	LYP phosphatase	HPDE-C7K KRASV12	others
Cc1cc(-c2ccccc2)n2ncc(C#N)c2n1	-3%	10%	0%	.	2%	11	7	-3%	10%
C=CCn1c(SC(C)C(=O)NCc2ccc3c(c2)OCO3)nnc1C1CCCCC1 (stereo not given)	-25%	-7%	-3%	i	9%	0	8	8%	-20%
Cc1cc(S(=O)(=O)N2CCN(c3ccccc3C)CC2)ccc1F	2%	18%	5%	i	-9%	0	8	-26%	11%	Spn PMK inh pilot replicates=7.0;Spn MK inh pilot replicates=2.0;DPM-DC inhibit pilot screen %=1.0
Cc1ccc(S(=O)(=O)N2CCOCC2)cc1C(=O)Nc1ccc(-c2cn3ccsc3n2)cc1	10%	14%	9%	i	-2%	15	5	18%	20%	Spn PMK inh pilot replicates=0.0;Spn MK inh pilot replicates=2.5;DPM-DC inhibit pilot screen %=2.0
CN(C(=O)c1ccc(Cl)c(S(=O)(=O)N2CCOCC2)c1)c1ccccc1C(=O)O	-2%	1%	8%	i	-4%	9	8	-1%	-5%
CC(=O)N1CCN(c2ccc(NCc3ccccc3)cc2)CC1	3%	7%	-7%	i	-7%	16	9	.	4%
COc1ccc(NC(=O)COn2nnc3ccc(Cl)cc32)cc1OC	8%	9%	-1%	i	2%	12	1	7%	21%
Cc1ccc(C(=O)CSc2nnc(-c3cccs3)n2C)o1	0%	8%	3%	i	5%	19	5	0%	10%
COc1ccc(NC(=O)CN(c2ccccc2)S(=O)(=O)N(C)C)cc1OC	-4%	10%	-7%	i	3%	9	13	17%	-4%
O=C(NCC(=O)N(CCc1ccccc1)C(C(=O)NC1CCCCC1)c1ccncc1)c1ccco1 (stereo not given)	6%	8%	0%	i	-10%	18	11	11%	0%
O=S(=O)(c1ccccc1)c1nc(Nc2ccccc2N2CCOCC2)sc1Cl	18%	6%	0%	i	6%	7	9	12%	24%
Cc1ccc2[nH]c(=O)c(CN(CCCN3CCOCC3)Cc3nnnn3C3CCCC3)cc2c1	-9%	12%	5%	i	7%	10	2	.	-14%
CCOC(=O)C1=C(C)N=C2SC(CC)C(=O)N2C1c1ccc(OC(C)=O)c(OCC)c1 (stereo not given)	-2%	5%	0%	i	.	0	7	12%	0%
CCCCOC(=O)Nc1nnc(CCOCC)s1	-3%	-2%	-4%	i	-6%	0	14	11%	5%
CCOC(=O)c1ccc(NC(=O)Nc2ccc(S(N)(=O)=O)cc2)cc1	-15%	19%	-7%	i	3%	4	4	9%	-8%
O=S(=O)(Cc1cccc(F)c1)c1c[nH]c2ccccc12	-6%	14%	7%	i	25%	1	3	-2%	7%
COc1ccc(-c2c(=O)n(OCc3ccccn3)c3ccccc3[n+]2[O-])cc1OC	-10%	12%	2%	i	5%	0	16	3%	0%	Spn PMK inh pilot replicates=0.0;Spn MK inh pilot replicates=2.0;DPM-DC inhibit pilot screen %=1.5
O=S(=O)(c1ccc(-c2csc(-c3cccnc3)n2)cc1)N1CCCCC1	18%	14%	4%	i	-1%	1	0	4%	23%	Spn PMK inh pilot replicates=0.0;Spn MK inh pilot replicates=1.0;DPM-DC inhibit pilot screen %=0.0
Cc1ccc2oc(=O)c3cnn(CC(=O)NCCN4CCOCC4)c3c2c1	5%	4%	-10%	i	2%	4	1	5%	4%
CC1CCCN(CCCNC(=O)c2coc3nc4ccccc4nc23)C1 (stereo not given)	15%	-6%	-8%	.	0%	15	10	15%	9%
Cn1c(=O)c2c(nc(NCCc3ccccc3)n2CC(=O)NCCc2ccccc2)n(C)c1=O	-7%	6%	1%	i	6%	6	19	-14%	-6%	Spn PMK inh pilot replicates=4.0;Spn MK inh pilot replicates=0.0;DPM-DC inhibit pilot screen %=0.0
CCn1c(=O)cc(SCC(=O)NCc2cccnc2)c2ccccc21	6%	9%	3%	i	0%	2	5	7%	9%
CCOc1ccc(NC(=O)Nc2ccc3nccnc3c2)cc1	-3%	7%	-4%	i	10%	2	3	1%	8%
COc1ccc(NC(=O)Cn2nc(C(F)(F)F)c3c2CCCC3)c(OC)c1	3%	6%	-4%	i	2%	7	6	-2%	-3%
CN(C)S(=O)(=O)c1cccc(C(=O)NCc2ccco2)c1	-8%	8%	3%	i	2%	0	5	15%	-6%
COCCCNC(=O)Cn1ncc2c(=O)oc3ccccc3c21	-5%	2%	-6%	i	-1%	6	5	.	-4%
CCOC(=O)CSc1nnnn1-c1cc(OC)c(Cl)cc1OC	-13%	3%	-5%	i	4%	12	0	-8%	1%
O=C(c1ccc(S(=O)(=O)N2CCOCC2)cc1)N1CCN(c2cccc(Cl)c2)CC1	1%	11%	-6%	i	-8%	2	15	1%	-1%
Cc1noc(C)c1C(=O)OCC(=O)Nc1ccccc1C(=O)NC(C)c1ccccc1 (stereo not given)	-3%	14%	-4%	i	-6%	1	24	-1%	-1%	Spn PMK inh pilot replicates=7.0;Spn MK inh pilot replicates=0.0;DPM-DC inhibit pilot screen %=0.0
CCCn1nnc(NC(=O)c2ccco2)n1	-5%	6%	-12%	i	2%	6	9	4%	-8%
CCN(CCCNC(=O)c1c(C)cc(=O)oc1C)c1cccc(C)c1	-14%	9%	-1%	i	35%	10	8	15%	2%
COc1ccccc1-n1c(=O)c2c3c(sc2n2c(SC(C)C)nnc12)CCC3	5%	13%	-11%	i	3%	3	0	9%	8%	Spn PMK inh pilot replicates=3.5;Spn MK inh pilot replicates=0.0;DPM-DC inhibit pilot screen %=0.0
CNCCCC1c2ccccc2C=Cc2ccccc21	22%	13%	5%	i	8%	2	6	12%	10%	Spn PMK inh pilot replicates=1.5;Spn MK inh pilot replicates=1.0;DPM-DC inhibit pilot screen %=1.0
CN1CCN(c2ncnc3c2[nH]c2ccc(F)cc23)CC1	6%	-2%	-10%	.	10%	0	8	18%	6%
CCOC(=O)C(NC(=O)c1ccc(OC)cc1)(N1CCOCC1)C(F)(F)F (stereo not given)	-3%	15%	-2%	i	-8%	4	4	-1%	1%	Spn PMK inh pilot replicates=5.0;Spn MK inh pilot replicates=1.0;DPM-DC inhibit pilot screen %=3.5
CCOC(=O)CSc1nc2c(c(=O)[nH]c(=O)n2C)n1CCc1ccccc1	-26%	13%	-7%	i	2%	14	0	12%	-8%
O=C(Nc1nc2c(s1)CCCC2)Oc1ccccc1	5%	7%	-3%	i	0%	0	6	4%	5%
COC(=O)/C=C1\NCCSC1=O	3%	6%	-10%	i	7%	5	8	14%	36%
O=C(Nc1nccs1)c1ccc2nccnc2c1	5%	7%	2%	i	4%	15	0	-5%	-3%
CC1CCCC(C)N1C(=O)COC(=O)c1ccc2c(c1)OCO2 (stereo not given)	8%	7%	-3%	i	0%	9	3	1%	0%
Cn1ccnc1SCc1cn2cc(Br)ccc2n1	5%	11%	1%	i	.	0	7	.	10%
CCc1cc2c(=O)c(-c3cscn3)coc2cc1O	-23%	10%	7%	i	15%	4	8	-1%	11%	Spn PMK inh pilot replicates=1.0;Spn MK inh pilot replicates=0.0;DPM-DC inhibit pilot screen %=20
CC1Oc2ccccc2N(CC(=O)NCc2cccs2)C1=O (stereo not given)	-3%	10%	3%	i	3%	5	5	.	-7%	Spn PMK inh pilot replicates=0.0;Spn MK inh pilot replicates=0.0;DPM-DC inhibit pilot screen %=0.0
COc1ccc(N2C(=O)c3ccccc3NC23CCCCC3)cc1	-8%	6%	-7%	.	-2%	6	2	-3%	-6%
N#Cc1c(N)nc2c(c1-c1ccncc1)CCCCC2	8%	16%	-2%	i	10%	15	8	-11%	0%	Spn PMK inh pilot replicates=0.0;Spn MK inh pilot replicates=0.0;DPM-DC inhibit pilot screen %=2.5
O=C(NCc1cccnc1)C1CC(=O)N(C2CCCCC2)C1 (stereo not given)	-11%	6%	-7%	i	-4%	16	0	10%	-3%
Cc1cccc(N2CCN(c3cccc(C)c3)C2c2cccnc2)c1	53%*	7%	4%	i	-9%	0	1	2%	54%*
Cc1cccc(N=c2oc3cc(O)ccc3cc2C(N)=O)c1	60%*	16%	5%	i	-16%	0	6	.	49%
C=CCc1cccc(/C=N/c2ncn[nH]2)c1O	4%	14%	2%	i	4%	0	8	-4%	18%
CCOC(=O)C(C)Oc1ccccc1C1NC(=O)NC(C)=C1C(=O)Nc1ccc(C)c(C)c1 (stereo not given)	.	6%	9%	i	1%	11	8	4%	.

Structural class, the entries above with an aryl thioether with sulfur outside any ring (7)
SMILES	HPDE-C7 cytotoxicity	TNAP inhibition	Bfl-1 displacement	DPM-DC inhibit	HT1080 viability	Spn PMK inh	Spn MK inh	LYP phosphatase	HPDE-C7K KRASV12	others
C=CCn1c(SC(C)C(=O)NCc2ccc3c(c2)OCO3)nnc1C1CCCCC1 (stereo not given)	-25%	-7%	-3%	i	9%	0	8	8%	-20%
Cc1ccc(C(=O)CSc2nnc(-c3cccs3)n2C)o1	0%	8%	3%	i	5%	19	5	0%	10%
CCn1c(=O)cc(SCC(=O)NCc2cccnc2)c2ccccc21	6%	9%	3%	i	0%	2	5	7%	9%
CCOC(=O)CSc1nnnn1-c1cc(OC)c(Cl)cc1OC	-13%	3%	-5%	i	4%	12	0	-8%	1%
COc1ccccc1-n1c(=O)c2c3c(sc2n2c(SC(C)C)nnc12)CCC3	5%	13%	-11%	i	3%	3	0	9%	8%	Spn PMK inh pilot replicates=3.5;Spn MK inh pilot replicates=0.0;DPM-DC inhibit pilot screen %=0.0
CCOC(=O)CSc1nc2c(c(=O)[nH]c(=O)n2C)n1CCc1ccccc1	-26%	13%	-7%	i	2%	14	0	12%	-8%
Cn1ccnc1SCc1cn2cc(Br)ccc2n1	5%	11%	1%	i	.	0	7	.	10%

No enrichment for hits; overall some 3.5% were active at least once.
